# MCL1-BIM inh – inhibitors of human MCL1 binding to BIM-BH3 peptide. 320,000 compounds, 0.68% hits. inhibition, % at 10.9 µM. Q07820. AID 2057. GST-MCL1 / FITC-Bim-BH3 fluorescence polarization;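 active = inhibition above the mean inhibition of all tested compounds plus 3 SD, set per campaign, cut at about 40% in these data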;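 also: 0% = DMSO wells and 100% = unlabeled Bim-BH3 peptide control; higher means more loss of mP so more displacement of Bim peptide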
# Bcl-xL primary – Bcl-xL (human) inhibition. Q07817. GST-Bcl-xL / FITC-Bim BH3 peptide fluorescence polarization. inhibition, % at 10.9 µM. 320,000 compounds, 0.7% hits. AID 2129;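 active = inhibition above the mean of all tested compounds plus 3 SD, cutoff set per campaign, cut at about 30% in these data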;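 also: 0% = DMSO wells and 100% = unlabeled Bim-BH3 peptide competitor; inhibitors lower millipolarization by displacing the labeled peptide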
# Target sequence (Q07817 whole entry, looked up): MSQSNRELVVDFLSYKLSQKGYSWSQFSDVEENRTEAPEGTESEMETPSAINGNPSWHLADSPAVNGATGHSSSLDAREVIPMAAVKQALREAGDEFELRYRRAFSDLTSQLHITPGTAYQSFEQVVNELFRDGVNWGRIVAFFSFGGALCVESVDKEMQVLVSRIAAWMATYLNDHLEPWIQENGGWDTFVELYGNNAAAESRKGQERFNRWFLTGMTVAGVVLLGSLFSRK
# PAD4 inh – blocks human protein arginine deiminase 4; Q9UM07; recombinant PAD4, RCA probe fluorescence polarization; inhibition, % at 6.36 µM; 330,000 compounds, 0.41% hits;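 active = percent inhibition above a cutoff equal to the mean of all tested compounds plus 3 SD, cut at about 15% in these data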;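 also: 0% = PAD4 with RCA probe and DMSO and 100% = probe without PAD4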
# PME-1 primary – PME-1 (human) inhibition; recombinant PME-1, FP-Rh probe fluorescence polarization; inhibition, % at 5.9 µM; 320,000 compounds, 0.53% hits; AID 2130;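 active = inhibition above the campaign mean of all compounds plus 3 SD, cut at about 26% in these data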;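 also: competitive labeling of PME-1 active site by serine hydrolase directed probe; 0% = PME-1 with DMSO and 100% = wells lacking PME-1 enzyme; inhibitors block probe labeling so polarization falls and inhibition rises; many of its hits are not listed in these tables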
# Target sequence (Q9Y570 whole entry, looked up): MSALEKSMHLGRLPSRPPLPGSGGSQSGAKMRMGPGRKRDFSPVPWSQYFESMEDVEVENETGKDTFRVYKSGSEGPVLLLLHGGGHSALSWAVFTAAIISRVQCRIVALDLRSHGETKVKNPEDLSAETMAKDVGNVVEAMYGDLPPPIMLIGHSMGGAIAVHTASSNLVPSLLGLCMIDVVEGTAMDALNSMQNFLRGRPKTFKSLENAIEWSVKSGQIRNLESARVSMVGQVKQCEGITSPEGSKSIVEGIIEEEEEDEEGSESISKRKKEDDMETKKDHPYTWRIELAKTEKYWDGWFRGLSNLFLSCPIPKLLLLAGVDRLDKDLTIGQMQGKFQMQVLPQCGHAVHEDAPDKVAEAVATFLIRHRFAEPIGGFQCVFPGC
# MEX-5 binding – C. elegans MEX-5 TCR-2 RNA binding activity; 300,000 compounds, 0.38% hits; Q9XUB2; MEX-5/FITC-TCR2 RNA binding, fluorescence polarization; stronger effect = lower value; activity score (negative = inhibition of binding), % at 10 µM;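 active = inhibition past about -25% in most replicates, and total fluorescence under double the plate's negative control median, limit read from the data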;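 also: 0% = DMSO and -100% = 5 µM competing unlabeled TCR2 RNA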
# Target sequence (Q9XUB2 whole entry, looked up): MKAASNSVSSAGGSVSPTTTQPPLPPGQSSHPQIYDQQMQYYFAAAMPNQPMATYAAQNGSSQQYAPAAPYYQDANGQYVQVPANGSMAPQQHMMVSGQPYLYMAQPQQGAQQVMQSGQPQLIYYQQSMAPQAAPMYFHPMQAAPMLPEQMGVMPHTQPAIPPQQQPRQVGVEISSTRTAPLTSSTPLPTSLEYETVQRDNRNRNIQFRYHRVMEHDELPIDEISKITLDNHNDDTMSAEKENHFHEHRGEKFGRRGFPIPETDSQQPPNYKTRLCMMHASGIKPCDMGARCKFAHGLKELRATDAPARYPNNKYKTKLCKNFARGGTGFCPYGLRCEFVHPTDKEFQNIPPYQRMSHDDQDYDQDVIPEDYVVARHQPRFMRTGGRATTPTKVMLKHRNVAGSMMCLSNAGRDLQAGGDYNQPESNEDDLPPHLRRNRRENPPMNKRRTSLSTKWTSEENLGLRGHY
# GLD-1 TGE inh – GLD-1-TGE RNA interaction inhibition (C. elegans); AID 2280; purified GLD-1 + fluorescein TGE RNA, fluorescence polarization; inhibition, % at 5.96 µM; 320,000 compounds, 0.44% hits; Q17339;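 active = percent inhibition above a per-plate cutoff, the plate mean of test compounds plus 3 SD, cut at about 30% in these data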;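 also: 0% = DMSO wells with GLD-1 and probe and 100% = wells lacking GLD-1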
# GSTO1 inh – blocks human GSTO1 in RBBP9 counter-screen. P78417. recombinant GSTO1, activity-based probe fluorescence polarization. inhibition, % at 5.96 µM. 300,000 compounds, 1.1% hits. AID 1974;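 active = inhibition above the campaign mean inhibition plus 3 SD, cut at about 35% in these data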;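 also: 0% = GSTO1-1 with DMSO and 100% = wells lacking GSTO1-1 enzyme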
# Fam108B inh – counter-screen for RBBP9 inhibitors: inhibitors of mouse Fam108B | recombinant Fam108B, FP-Rh probe fluorescence polarization | inhibition, % at 9.51 µM | 300,000 compounds, 0.33% hits | AID 1947;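 active = inhibition above the screen mean inhibition plus 3 SD, computed separately per campaign, cut at about 18% in these data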;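 also: inhibitors lower polarization as less probe binds the enzyme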
# TPT1 inhibitor – blocks Candida albicans tRNA 2'-phosphotransferase; recombinant caTPT1, FP RNA substrate dephosphorylation; inhibition, % at 5 µM; 300,000 compounds, 0.81% hits;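 active = inhibition above the mean of all tested compounds plus 3 SD, set per screening campaign, cut at about 24% in these data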;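 also: plate controls were DMSO alone for no effect and ferristatin control at 100 nM for full effect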
# * = called active by the depositor; . = not tested or not shown.
mol	PAD4 inh	MCL1-BIM inh	Fam108B inh	Bcl-xL primary	MEX-5 binding	GLD-1 TGE inh	PME-1 primary	TPT1 inhibitor	GSTO1 inh
Cn1c(=O)[nH]c(=O)c2c1nc(N1CCCCCC1)n2Cc1cccc2ccccc12	1	7	7	6	3.0	0	0	2	12
COc1ccc([N+](=O)[O-])cc1NC(=O)C1CCCCC1C(=O)O (stereo not drawn)	-2	5	2	4	0.8	3	2	-1	-2
Cc1ccc(NC(=O)CSc2nc3ncc(Cl)cc3[nH]2)c(C)c1	-2	-5	-10	0	-0.5	1	-26	1	-8
O=C(Nc1ccc(Oc2ccsc2C(=O)O)cc1)c1ccccc1F	0	-1	-2	0	-0.5	-3	-1	0	4
Cc1cc(CN(C)C(=O)c2ccc(OC3CCN(S(=O)(=O)N(C)C)CC3)cc2)n[nH]1	-1	5	2	8	0.2	0	0	-3	-3
Cc1ccc(-c2cn(S(=O)(=O)c3cccc4nsnc34)nc2N)cc1	-1	-6	5	2	1.4	4	6	-4	4
O=C(C1=COCCO1)N(Cc1nnc(-c2ccc(Cl)cc2)o1)C1CC1	0	-3	3	0	-0.6	-1	2	-3	0
O=C(CCC(=O)Nc1ccccc1)N/N=C/c1ccccc1F	3	0	-1	2	2.4	11	0	1	1
CCOc1ccc(S(=O)(=O)NNC(=O)c2cc3ccccc3o2)cc1	-2	3	-1	7	-0.4	8	2	1	3
COc1ccc(CNc2cc(C)nc3ncnn23)c(OC)c1	6	-1	-1	5	0.5	-5	4	-2	7
Clc1ccc(-c2nnc(-c3ccccc3)c(-c3ccccc3)n2)cc1	1	4	1	2	-0.6	6	-4	-4	3
CC(C)C(=O)N1CCC(CN=CC2=C(O)CC(C)(C)CC2=O)CC1	-1	2	5	9	-0.7	-2	-5	0	-4
CC(C)CNC(=O)[C@H](Cc1ccccc1)NC(=O)c1ccco1	0	-13	-6	-1	-0.4	3	-11	1	-7
Cc1c(Cl)cccc1NC(=O)CNCc1ccccc1F	0	8	2	2	3.5	7	4	-1	10
CCc1ccc(-c2csc3ncn(Cc4ccc(C(=O)O)cc4)c(=O)c23)cc1	-4	1	-2	8	1.3	-4	0	-5	-1
CCOc1ccc(NC(=O)CC2C(=O)N(CC)C(=S)N2CCNC(C)=O)cc1 (stereo not drawn)	5	-7	5	-4	2.4	1	0	-2	6
O=S(=O)(NC(=NCc1ccccc1)c1ccccc1)c1ccccc1	-4	4	6	4	-0.4	10	-4	-7	14
COc1cc(NS(=O)(=O)c2ccc3c(c2)C(C)(C)C(=O)N3C)cc(OC)c1	-7	10	8	11	0.3	-9	-6	-2	2
Cc1cc2ncn(S(=O)(=O)N(C)C)c2cc1C	3	10	1	8	-0.5	4	1	1	-5
CCCN(CCC)c1ccc(/C=N/NC(=O)CN2CCOCC2)cc1	-6	8	0	0	2.9	2	-5	-5	6
CC1C(=O)OC(c2ccc(Br)cc2)C(C)(C)C1=O (stereo not drawn)	1	-1	-2	4	-0.6	1	4	1	4
COc1ccc(/C=N/S(=O)(=O)c2cccs2)cc1	3	8	1	3	2.5	0	-4	-3	8
COc1ccc(S(=O)(=O)N2CCN(C(=O)COc3ccccc3)CC2)cc1	0	-6	-1	-2	-0.1	10	0	-4	0
CC(C)(C)NC(=O)CCN(/N=C/c1ccccc1F)C1=NS(=O)(=O)c2ccccc21	3	4	3	3	1.3	-2	3	-1	-4
COC(=O)CNC(=O)C1CCC(CNS(=O)(=O)c2cccc3nsnc23)CC1 (stereo not drawn)	-2	6	3	4	-1.6	0	5	-1	1
Cc1ccc2c(c1)N/C(=C(\C=C(/Cl)[N+](=O)[O-])[N+](=O)[O-])N2	-3	5	4	1	-0.8	-9	14	25*	12
CC1CCN(C(=O)c2ccc3c(c2)OCCO3)CC1	5	-5	5	4	.	2	-3	-3	8
Cc1cccc(NC(=O)C2CCN(S(=O)(=O)c3ccc4c(c3)NC(=O)CO4)CC2)c1C	-6	1	-3	0	0.8	-2	4	-3	6
COc1ccc(N2C(=O)C3ON(C4SC(=S)N(C)C4(C)C)C(c4ccc([N+](=O)[O-])cc4)C3C2=O)cc1 (stereo not drawn)	4	8	-1	4	-1.1	-4	-1	-1	1
COc1cccc(CNC(=O)CCNC(=O)Cn2ccc3ccccc3c2=O)c1	-3	1	4	8	-0.6	2	-6	3	1

# Reformatted: entries from further up
# The line under a structure holds: PAD4 inh | MCL1-BIM inh | Fam108B inh | Bcl-xL primary | MEX-5 binding | GLD-1 TGE inh | PME-1 primary | TPT1 inhibitor | GSTO1 inh
Cc1cc2ncn(S(=O)(=O)N(C)C)c2cc1C
 : 3 | 10 | 1 | 8 | -0.5 | 4 | 1 | 1 | -5
CCCN(CCC)c1ccc(/C=N/NC(=O)CN2CCOCC2)cc1
 : -6 | 8 | 0 | 0 | 2.9 | 2 | -5 | -5 | 6
CC1C(=O)OC(c2ccc(Br)cc2)C(C)(C)C1=O (stereo not drawn)
 : 1 | -1 | -2 | 4 | -0.6 | 1 | 4 | 1 | 4
COc1ccc(/C=N/S(=O)(=O)c2cccs2)cc1
 : 3 | 8 | 1 | 3 | 2.5 | 0 | -4 | -3 | 8
COc1ccc(S(=O)(=O)N2CCN(C(=O)COc3ccccc3)CC2)cc1
 : 0 | -6 | -1 | -2 | -0.1 | 10 | 0 | -4 | 0
CC(C)(C)NC(=O)CCN(/N=C/c1ccccc1F)C1=NS(=O)(=O)c2ccccc21
 : 3 | 4 | 3 | 3 | 1.3 | -2 | 3 | -1 | -4
COC(=O)CNC(=O)C1CCC(CNS(=O)(=O)c2cccc3nsnc23)CC1 (stereo not drawn)
 : -2 | 6 | 3 | 4 | -1.6 | 0 | 5 | -1 | 1
Cc1ccc2c(c1)N/C(=C(\C=C(/Cl)[N+](=O)[O-])[N+](=O)[O-])N2
 : -3 | 5 | 4 | 1 | -0.8 | -9 | 14 | 25* | 12
CC1CCN(C(=O)c2ccc3c(c2)OCCO3)CC1
 : 5 | -5 | 5 | 4 | . | 2 | -3 | -3 | 8
Cc1cccc(NC(=O)C2CCN(S(=O)(=O)c3ccc4c(c3)NC(=O)CO4)CC2)c1C
 : -6 | 1 | -3 | 0 | 0.8 | -2 | 4 | -3 | 6
COc1ccc(N2C(=O)C3ON(C4SC(=S)N(C)C4(C)C)C(c4ccc([N+](=O)[O-])cc4)C3C2=O)cc1 (stereo not drawn)
 : 4 | 8 | -1 | 4 | -1.1 | -4 | -1 | -1 | 1
COc1cccc(CNC(=O)CCNC(=O)Cn2ccc3ccccc3c2=O)c1
 : -3 | 1 | 4 | 8 | -0.6 | 2 | -6 | 3 | 1

# More results.
mol	PAD4 inh	MCL1-BIM inh	Fam108B inh	Bcl-xL primary	MEX-5 binding	GLD-1 TGE inh	PME-1 primary	TPT1 inhibitor	GSTO1 inh
O=C(c1ccccc1Cl)N(Cc1ccccc1F)N1C(=O)CCCC1=O	-2	3	-5	-1	2.0	-7	-4	3	17
Cc1ccc(-c2cc(C(=O)N3N=C(C(F)F)CC3(O)C(F)F)c3ccccc3n2)cc1C (stereo not drawn)	4	1	-19	2	-1.1	5	-27	0	-3
O=C(c1csc2ccccc12)N1CCCCCC1	1	5	-3	3	0.6	6	6	4	4
CCOc1cccc(-c2nc3c(s2)CCc2onc(-c4cccc([N+](=O)[O-])c4)c2-3)c1	-4	-2	-4	0	-0.4	2	-1	2	1
c1ccc2c(c1)Cn1nnnc1-2	33*	-3	4	1	-5.0	6	4	-2	3
Cc1ccc(-c2nc3ccc(Cl)cc3n2OC(C)C(=O)O)cc1 (stereo not drawn)	-3	10	-1	3	0.8	4	-7	4	-9
OCCCC1CCCN(Cc2cn[nH]c2-c2ccc(F)cc2F)C1 (stereo not drawn)	2	2	-1	-1	-0.4	-11	10	0	1
CN(Cc1ccccc1)C(=O)c1ncn(Cc2ccccc2)c1C(=O)N(C)Cc1ccccc1	-2	5	.	3	.	7	-2	.	.
COc1ccc(C(=O)NC2CCCc3ccccc32)c(OC)c1OC (stereo not drawn)	5	5	1	5	1.8	1	1	0	7
O=[N+]([O-])c1ccccc1Nc1cccnc1	0	-2	1	2	-0.1	5	5	3	0
COc1ccccc1-c1c(NC(=O)C(C)C)n(C)c2ccccc2c1=O	5	-6	-2	-2	2.4	-2	3	-2	2
CCc1n[nH]c(=S)n1N=C1CCC(C)CC1 (stereo not drawn)	4	-10	-1	-1	-0.4	10	0	0	2
CCOC(=O)Cc1cc(=O)n2[nH]c(C)cc2n1	-1	2	2	0	-5.2	9	-6	-8	-3
COCCN=C1NC(=O)C(CC(=O)Nc2cccc(Cl)c2C)S1 (stereo not drawn)	-2	-2	0	8	-2.1	2	-1	-6	6
CN1CCC(CN)(N2CCN(c3ccccc3)CC2)CC1	-3	-1	0	1	0.9	2	-4	1	-3
O=c1c2ccccc2c2ccccc2c(=O)n1Cc1cccnc1	4	6	1	-2	-0.5	4	-1	-2	5
Oc1ccc(/C=N/Nc2nccnc2Cl)cc1	-2	9	6	3	-4.7	2	-14	-2	10
N#Cc1ccccc1OCC(=O)C1CC1	-4	-6	-1	3	1.0	3	-1	2	7
CCSc1nc(O)c(CC)c(=O)n1C(C)CC (stereo not drawn)	-1	5	3	-3	2.0	-4	-3	-2	0
CC(=O)N1N=C(c2ccco2)CC1c1cc2cc(C)ccc2nc1Cl (stereo not drawn)	-5	4	-1	3	0.4	-2	2	-4	1
NS(=O)(=O)c1ccc(NC(=S)N2CCN(C(=O)C3CCCO3)CC2)cc1 (stereo not drawn)	-5	11	-5	1	-0.8	2	5	-2	-7
CCOC(=O)C1=C(C)N(c2ccccc2)C(=O)/C1=C\c1ccc(O)c(OC)c1	-7	12	5	21	-1.2	16	2	-3	62*
Cc1cnc(C)c(N2CCN(Cc3cn(C)nc3-c3cccc(Cl)c3)CC2)n1	-6	-1	-2	4	6.7	-1	0	0	-1
CSCCCNC(=S)Nc1ccc(N2CCOCC2)cc1N1CCOCC1	2	-2	2	3	-1.5	-1	0	-2	7
CS(=O)(=O)N(CC(=O)O)Cc1cccc(CN(CC(=O)O)S(C)(=O)=O)c1	0	5	-2	7	4.0	-3	3	-2	0
Cc1ccc(Nc2nc3c(c(=O)[nH]2)CCCC3)cc1	-4	4	3	-1	-1.8	5	-7	-2	-6
CCN(CC)CCn1c(NC(=O)c2ccc(Cl)cc2)nc2ccccc21	1	1	-4	6	-2.2	2	2	1	4
Cc1ccc(/C=C/C(=O)N2CCCN(C(=O)/C=C/c3ccc(C)cc3)CC2)cc1	4	-3	2	3	2.5	6	5	-1	2
O=C(Nc1ccccc1N1CCOCC1)c1cccc(Oc2ccccc2)c1	2	-6	2	3	-0.9	6	-1	-2	1
O=C(c1ccc(Cl)cc1)c1ccccc1C(=O)N1CCOCC1	-1	5	0	3	0.2	0	1	-2	6
COCOc1ccc(-c2cc(=O)c3c(O)cc(OCOC)cc3o2)cc1	5	7	-1	3	-3.1	6	-12	-2	-5
COc1cccc(N2[C@@H](CC(=O)O)c3cc(C(F)(F)F)ccc3S2(=O)=O)c1	3	17	0	6	-1.5	4	-3	-5	4
O=C1NC(c2ccncc2)Nc2sc3c(c21)CCCC3 (stereo not drawn)	-1	13	11	11	-1.9	11	3	3	-9

# Some of the compounds tested. The share of hits here may be higher or lower than overall.
